Source: PubChem (several laboratories)
Exocytosis inh – blocks lytic granule exocytosis; 360,000 compounds, 0.66% hits; TALL-104 LAMP-1 surface exposure, flow cytometry; cells stimulated with thapsigargin and PMA; AID 651702; inhibition, % at 10 µM;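 active = inhibition above about 55%, limit read from the data; inconclusive = no clear call, values can overlap the other calls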
Vif inh – inhibitors of HIV Vif. HEK293T cells, Vif self-association by quenched fluorescence, imaging, 24 h. inhibition, % at 7.49 µM. 340,000 compounds, 0.35% hits; in the data active = inhibition above about 50%, passing the limit was not always enough; inconclusive = no clear call, values can overlap the other calls; inactive = below about 31%; also: some results filed as inactive read as strong as hits
aDG glyco up – increases alpha dystroglycan glycosylation; Pro5-aDG cells, alpha-DG glycosylation AlphaScreen (IIH6); 0% Pro5, 100% B10-LARGE cell signal; activation, % at 10 µM; 360,000 compounds, 0.22% hits; AID 624168;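 active = activation of at least 8% versus controls, or a plate z-score of at least 8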;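 also: Pro5 are CHO cells carrying HIG-tagged alpha-DG that lacks glycosylation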
NR2E3 ag-1 – activates human photoreceptor nuclear receptor NR2E3; GST-NR2E3/biotin-RetCOR TR-FRET, 1536-well; inhibition of corepressor binding, % at 4.78 µM; 320,000 compounds, 0.12% hits; AID 2300;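 active = percent inhibition above the cutoff of mean plus 3 SD of all tested compounds, set per screening campaign, cut at about 20% in these data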;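 also: 0% = DMSO wells and 100% = biotin wells as full block of FRET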
Target sequence (Q9Y5X4 whole entry, looked up): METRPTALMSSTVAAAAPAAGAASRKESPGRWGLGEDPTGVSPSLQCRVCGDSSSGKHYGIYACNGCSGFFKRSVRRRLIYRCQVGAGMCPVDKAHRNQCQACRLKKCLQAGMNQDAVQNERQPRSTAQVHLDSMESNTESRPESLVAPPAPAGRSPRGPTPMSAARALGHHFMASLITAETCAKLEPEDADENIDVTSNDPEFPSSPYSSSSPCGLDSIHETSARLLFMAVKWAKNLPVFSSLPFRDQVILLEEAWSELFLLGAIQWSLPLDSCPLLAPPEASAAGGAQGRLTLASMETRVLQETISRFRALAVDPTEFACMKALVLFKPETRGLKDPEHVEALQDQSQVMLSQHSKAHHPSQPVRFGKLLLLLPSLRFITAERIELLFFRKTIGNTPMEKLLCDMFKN
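Material: NR2E3–RetCOR corepressor complex | Quantity: 1.35 nM GST-tagged NR2E3 final | Schedule: 5 h at 4 °C | Replication: Singlicate compound wells | Reagent: RetCOR corepressor, biotinylated, 7 nM | Controls: Biotin wells as high control, 0.6% DMSO wells as low control | Signal: TR-FRET, Eu(K)-anti-GST donor, streptavidin-D2 acceptor, ex 340, em 617/671 nm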
MITF TRPM1 inh – reduces MITF-dependent TRPM1 promoter luciferase signal. SK-MEL-5 TRPM1 promoter luciferase, 24 h. inhibition, % at 12.5 µM. 330,000 compounds, 0.83% hits. AID 488899;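 active = mean inhibition across replicates of 60% or more, whatever share of single replicates reaches that level; inconclusive = some that reach 60%, reason not given; inactive = mean inhibition across replicates below 60%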; also: values of inactives mirror those of a sister screen read the other way
hiPSC survival – increases survival of single human iPS cells. survival enhancement, % at 20 µM. AID 602274. 360,000 compounds, 0.044% hits. hiPSC single-cell survival, ATPlite luminescence; 100% = ROCK inhibitor wells, 0% = DMSO; in the data active = survival enhancement above about 18%;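 also: cells exposed to compounds for 16 hours before the ATP read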
HIF-2a block – blocks HIF-2a reporter activity; AID 624352; 360,000 compounds, 0.72% hits; 786-0 RCC cells HIF-2a reporter, luciferase luminescence, overnight; inhibition, % at 18.8 µM;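 active = inhibition of the luminescence signal of 40% or more relative to plate controls, in a single-dose primary screen at 18.75 µM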
NR2E3 ag-2 – agonists of human NR2E3 nuclear receptor | Q9Y5X4 | CHO-S Gal4-NCOR/VP16-NR2E3 two-hybrid, luciferase | inhibition of corepressor binding, % at 3.98 µM | 360,000 compounds, 0.35% hits | AID 602229;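 active = inhibition above the mean of all tested compounds plus 3 SD, cut at about 70% in these data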;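 also: 0% = DMSO with NR2E3 transfected cells and 100% = cells lacking NR2E3 construct; higher means lower luciferase signal from less NR2E3 corepressor binding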
PDI inh – inhibitors of human protein disulfide isomerase | P07237 | 350,000 compounds, 0.052% hits | AID 588391 | inhibition, % at 10 µM | PDI insulin aggregation turbidity, A650, 90 min;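 active = mean inhibition across replicates of 30% or more, whatever share of single replicates reach that level; inconclusive = mean inhibition below 30% while every single replicate reaches 30%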;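 also: absorbance from insulin aggregation driven by PDI reduction with DTT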
Target sequence (P07237 whole entry, looked up): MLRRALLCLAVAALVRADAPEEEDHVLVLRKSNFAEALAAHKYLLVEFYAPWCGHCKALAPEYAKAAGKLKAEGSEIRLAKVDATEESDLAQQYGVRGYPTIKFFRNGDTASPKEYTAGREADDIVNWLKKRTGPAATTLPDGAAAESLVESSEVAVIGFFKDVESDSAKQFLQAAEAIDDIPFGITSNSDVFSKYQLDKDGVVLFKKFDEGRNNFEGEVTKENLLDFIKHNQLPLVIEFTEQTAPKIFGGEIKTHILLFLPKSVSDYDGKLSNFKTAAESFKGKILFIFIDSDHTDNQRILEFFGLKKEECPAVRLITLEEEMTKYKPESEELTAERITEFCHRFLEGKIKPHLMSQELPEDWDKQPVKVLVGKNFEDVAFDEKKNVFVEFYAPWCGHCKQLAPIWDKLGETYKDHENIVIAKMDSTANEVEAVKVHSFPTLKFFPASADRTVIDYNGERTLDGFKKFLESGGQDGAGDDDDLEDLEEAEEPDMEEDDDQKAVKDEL
Peg3 promoter – inhibitors of Peg3 promoter; HeLa PEG-Prom luciferase reporter, luminescence, overnight; inhibition, % at 20 µM; 360,000 compounds, 1.7% hits; AID 588405;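 active = inhibition of at least 50% at 20 µM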
CaV13 ICDI inh – Primary screen for inhibitors of IQ motif and Ca2+-dependent inactivation inhibitor domain binding in CACNA1D, Förster resonance energy transfer in living cells, …; HEK cells, CFP/YFP FRET ICDI-IQ, plate reader, 10 min; percent FRET-ratio fall versus neutral wells; inhibition, % at 12.3 µM; 340,000 compounds, 0.098% hits;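 active = mean replicate inhibition of at least 30% and at least 1% of replicates passing that level; inconclusive = only one of the two criteria is met; inactive = neither criterion is met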;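 also: 0% = median of the neutral control wells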
* = called active by the depositor. An excerpt (hit frequency here may not be typical).

For O=C(c1cc2c(s1)-c1ccccc1OC2)N1CCC2(CC1)OCCO2 the results were Exocytosis inh 5, Vif inh 3, aDG glyco up -0.2, NR2E3 ag-1 3, MITF TRPM1 inh -72, hiPSC survival -1.1, HIF-2a block -176, NR2E3 ag-2 -117, PDI inh 13, Peg3 promoter -154 and CaV13 ICDI inh -9.
For COC(=O)C1=CO[C@@H](C)[C@@H]2CN3CC[C@@]4(C(=O)Nc5ccccc54)[C@@H]3C[C@H]12 the results were Exocytosis inh -1, Vif inh -5, aDG glyco up 0.4, NR2E3 ag-1 0, MITF TRPM1 inh -5, hiPSC survival 1.7, HIF-2a block 5, NR2E3 ag-2 -24, PDI inh 4, Peg3 promoter -19 and CaV13 ICDI inh -5.
`CNC(=O)Oc1ccccc1OC(C)C` gave Exocytosis inh -2, Vif inh -10, aDG glyco up -0.2, MITF TRPM1 inh 1, hiPSC survival -2.4, HIF-2a block -2, NR2E3 ag-2 -3, PDI inh 7, Peg3 promoter 2 and CaV13 ICDI inh -6.
For CCCCCc1nc2c(c(=O)c3ccccc3n2C)c(=O)n1C1CCCCCC1 the results were Exocytosis inh 4, Vif inh -2, aDG glyco up 2.7, NR2E3 ag-1 -4, MITF TRPM1 inh 8, hiPSC survival -1.0, HIF-2a block -3, NR2E3 ag-2 -12, PDI inh 3, Peg3 promoter 72* and CaV13 ICDI inh 28.
CCS(=O)(=O)N1CCC(C(=O)N2CCC3(CC2)OCCO3)CC1 was read as Exocytosis inh 1, aDG glyco up -0.1, NR2E3 ag-1 2, MITF TRPM1 inh 19, hiPSC survival 1.4, HIF-2a block 5, NR2E3 ag-2 -7, PDI inh 17, Peg3 promoter 6 and CaV13 ICDI inh -6.
`O=C1NC(=O)N(c2cccc(F)c2)C(=O)/C1=C/c1ccc(N2CCOCC2)cc1` gave Exocytosis inh 10, Vif inh -18, aDG glyco up -0.1, NR2E3 ag-1 4, MITF TRPM1 inh -6, hiPSC survival -0.7, HIF-2a block 24, NR2E3 ag-2 -30, PDI inh 13, Peg3 promoter 8 and CaV13 ICDI inh -2.
For Cc1cc(OCC(=O)N2CCC(C(N)=O)CC2)c2c3c(c(=O)oc2c1)CCCC3 the results were Exocytosis inh -8, Vif inh -7, aDG glyco up 0.0, NR2E3 ag-1 2, MITF TRPM1 inh 0, hiPSC survival -1.6, HIF-2a block -16, NR2E3 ag-2 -5 and Peg3 promoter 16.
Cc1ccc(OP(N)(=O)Oc2ccc(C)cc2)cc1 was read as Exocytosis inh -4, Vif inh -5, aDG glyco up 0.5, NR2E3 ag-1 0, MITF TRPM1 inh -14, hiPSC survival -0.4, HIF-2a block 1, NR2E3 ag-2 9, PDI inh 4, Peg3 promoter 2 and CaV13 ICDI inh 8.
Screening Cn1c(NN=O)nc2ccccc21 returned Exocytosis inh 2, Vif inh 14, aDG glyco up 0.3, NR2E3 ag-1 2, MITF TRPM1 inh 42, hiPSC survival -3.4, HIF-2a block -129, NR2E3 ag-2 -25, PDI inh -5, Peg3 promoter -5 and CaV13 ICDI inh -9.
Screening OC(c1ccccc1)(c1ccccc1)C1CCNCC1 returned Exocytosis inh -4, Vif inh -4, aDG glyco up 0.2, NR2E3 ag-1 4, MITF TRPM1 inh -8, hiPSC survival -0.6, HIF-2a block 4, NR2E3 ag-2 9, PDI inh 1, Peg3 promoter -11 and CaV13 ICDI inh -4.
Screening CN1C(=O)c2ccccc2Sc2ccc(C(=O)N3CCC4(CC3)OCCO4)cc21 returned Exocytosis inh 6, Vif inh 3, aDG glyco up 0.0, NR2E3 ag-1 -1, MITF TRPM1 inh -6, hiPSC survival 2.1, HIF-2a block -6, NR2E3 ag-2 12, PDI inh -5, Peg3 promoter 0 and CaV13 ICDI inh -3.
Screening CCCCCSc1cc(OC)c(CCNC)cc1OC returned Exocytosis inh -1, Vif inh 4, aDG glyco up 4.6, NR2E3 ag-1 0, MITF TRPM1 inh 5, hiPSC survival -2.1, HIF-2a block 16, NR2E3 ag-2 -6, PDI inh 1, Peg3 promoter 22 and CaV13 ICDI inh -1.
CN(C)C(=O)Oc1ccc(-c2cn3cc(C(F)(F)F)ccc3n2)cc1 was read as Exocytosis inh 4, Vif inh -8, aDG glyco up 0.8, NR2E3 ag-1 2, MITF TRPM1 inh -35, hiPSC survival -3.0, HIF-2a block -237, NR2E3 ag-2 -81, PDI inh 10, Peg3 promoter -230 and CaV13 ICDI inh -3.
`O=c1[nH]c(=S)n(CCC2=CCCCC2)c(O)c1C=NCCCn1ccnc1` gave Exocytosis inh -3, Vif inh 2, aDG glyco up 0.1, NR2E3 ag-1 -2, MITF TRPM1 inh -4, hiPSC survival -0.5, HIF-2a block 26, NR2E3 ag-2 11, PDI inh 0, Peg3 promoter 15 and CaV13 ICDI inh -6.
COc1cc2c(cc1OC)[C@@]13CCN4CC5=CCO[C@H]6CC(=O)N2[C@H]1[C@H]6[C@H]5C[C@H]43 was read as Exocytosis inh 6, Vif inh 31, aDG glyco up 0.2, NR2E3 ag-1 5, hiPSC survival -1.1, HIF-2a block 21, NR2E3 ag-2 -13 and Peg3 promoter -2.
Cc1nn(Cc2ccc(Cl)cc2Cl)c(Cl)c1C(=O)Nc1ccc(OC(F)F)cc1 was read as Exocytosis inh -1, Vif inh -1, aDG glyco up 0.6, NR2E3 ag-1 1, MITF TRPM1 inh 5, hiPSC survival 2.6, HIF-2a block 10, NR2E3 ag-2 -26, PDI inh -6, Peg3 promoter 17 and CaV13 ICDI inh -4.
Cc1cc(C(=O)N=Nc2c(O)n(C)c3ccccc23)c(C)o1 was read as Exocytosis inh -5, Vif inh 21, aDG glyco up 0.2, NR2E3 ag-1 -4, MITF TRPM1 inh -78, hiPSC survival -3.0, HIF-2a block -228, NR2E3 ag-2 -66, PDI inh -2, Peg3 promoter -183 and CaV13 ICDI inh -3.
COc1ccc(-c2nn(CCC#N)cc2C(=O)Nc2ccccc2Br)cc1 was read as Exocytosis inh -13, Vif inh -1, aDG glyco up -0.1, NR2E3 ag-1 0, MITF TRPM1 inh 9, hiPSC survival -0.6, HIF-2a block 7, NR2E3 ag-2 3, PDI inh 9, Peg3 promoter 8 and CaV13 ICDI inh -10.
Screening O=[N+]([O-])c1ccc(N2CCNCC2)cc1Sc1ccccn1 returned Exocytosis inh 1, Vif inh -3, aDG glyco up 0.0, NR2E3 ag-1 2, MITF TRPM1 inh 9, hiPSC survival -2.1, HIF-2a block 14, NR2E3 ag-2 8, PDI inh -13, Peg3 promoter 9 and CaV13 ICDI inh 5.
For O=C1CN=C(c2cccc(Br)c2)c2cc(Br)ccc2N1 the results were Exocytosis inh 12, Vif inh 10, aDG glyco up 0.0, NR2E3 ag-1 -4, MITF TRPM1 inh 11, hiPSC survival 0.0, HIF-2a block 20, NR2E3 ag-2 7, PDI inh -1, Peg3 promoter 47 and CaV13 ICDI inh -4.
`O=C(O)c1cccc2nc3ccccc3nc12` gave Exocytosis inh -4, Vif inh 4, aDG glyco up 0.1, NR2E3 ag-1 0, MITF TRPM1 inh 57, hiPSC survival -0.2, HIF-2a block -12, NR2E3 ag-2 -2 and Peg3 promoter -5.
Screening CC(C)COc1ccc(C2(C#N)CC[N+](C)(C)CC2)cc1 returned Exocytosis inh -3, Vif inh 7, aDG glyco up -0.2, NR2E3 ag-1 1, MITF TRPM1 inh 2, hiPSC survival 6.8, HIF-2a block 14, NR2E3 ag-2 -22, PDI inh -6, Peg3 promoter 18 and CaV13 ICDI inh -6.
CNCCc1nc(N)n[nH]1 was read as Exocytosis inh 2, Vif inh 4, aDG glyco up 0.0, NR2E3 ag-1 -4, MITF TRPM1 inh 15, hiPSC survival 6.5, HIF-2a block 19, NR2E3 ag-2 4, PDI inh 12, Peg3 promoter -4 and CaV13 ICDI inh -1.
For CCCCn1c(O)c(C(C)=NCCc2ccccc2)c(=O)[nH]c1=O the results were Exocytosis inh -4, Vif inh 21, aDG glyco up 0.0, NR2E3 ag-1 2, MITF TRPM1 inh 4, hiPSC survival 6.0, HIF-2a block -10, NR2E3 ag-2 -5, PDI inh -3, Peg3 promoter 14 and CaV13 ICDI inh -7.
Cc1ccccc1-n1c(O)c(C=Nc2ccc(N(C)C)cc2)c(=O)[nH]c1=O was read as Exocytosis inh -3, Vif inh -10, aDG glyco up 0.1, NR2E3 ag-1 -8, MITF TRPM1 inh -9, hiPSC survival -1.4, HIF-2a block -5, NR2E3 ag-2 -21, PDI inh 4, Peg3 promoter -40 and CaV13 ICDI inh -6.
For Nc1ccc(Sc2ccc(N)cc2)cc1 the results were Exocytosis inh 2, Vif inh -2, aDG glyco up -0.2, MITF TRPM1 inh -3, hiPSC survival 3.7, HIF-2a block -26, NR2E3 ag-2 3, PDI inh -2, Peg3 promoter 0 and CaV13 ICDI inh -5.
For O=C(/C=C/c1ccc(Cl)cc1)NC(=S)N1C[C@H]2C[C@H](C1)c1cccc(=O)n1C2 the results were Exocytosis inh inconclusive, Vif inh 17, aDG glyco up 0.3, NR2E3 ag-1 2, MITF TRPM1 inh 12, hiPSC survival 2.4, HIF-2a block -2, NR2E3 ag-2 -8 and Peg3 promoter -10.
Screening O=C(NCc1ccccn1)c1ccccc1Cl returned Exocytosis inh 0, Vif inh 14, aDG glyco up -0.3, NR2E3 ag-1 1, MITF TRPM1 inh 9, hiPSC survival -1.1, HIF-2a block -10, NR2E3 ag-2 -8, PDI inh -9, Peg3 promoter -3 and CaV13 ICDI inh -7.
Screening C=CCN1C(=O)NC(=O)/C(=C/c2cnc(SC)nc2)C1=O returned Exocytosis inh 1, Vif inh 15, aDG glyco up 0.5, NR2E3 ag-1 -1, MITF TRPM1 inh 7, hiPSC survival -1.3, HIF-2a block 9, NR2E3 ag-2 0, PDI inh 8 and Peg3 promoter 13.
Screening CN(C)C(=O)Oc1cccc2c(OC(=O)N(C)C)cccc12 returned Exocytosis inh -1, Vif inh 17, aDG glyco up -0.1, NR2E3 ag-1 2, MITF TRPM1 inh 2, hiPSC survival 2.2, HIF-2a block -17, NR2E3 ag-2 -4, PDI inh -2, Peg3 promoter -15 and CaV13 ICDI inh -3.
Screening CCCCCCn1c(=O)c(C(=O)Nc2ncccc2C)c(O)c2ccccc21 returned Exocytosis inh 4, Vif inh -4, aDG glyco up 0.9, NR2E3 ag-1 2, MITF TRPM1 inh 1, hiPSC survival -0.6, HIF-2a block 21, NR2E3 ag-2 0, PDI inh -4, Peg3 promoter 19 and CaV13 ICDI inh -19.
CCOCCCNC(=O)Cn1nc(-c2ccc(OC)c(OC)c2)ccc1=O was read as Exocytosis inh -3, aDG glyco up 0.1, hiPSC survival 1.7, HIF-2a block 12, NR2E3 ag-2 -11, PDI inh 0, Peg3 promoter 6 and CaV13 ICDI inh -6.
